High-throughput results deposited in PubChem by National Center for Advancing Translational Sciences (NCATS).
HBB splicing: hemoglobin beta splicing modulation. HBB splicing reporter cell assay, activation; EGFP reporter with mutant IVS2-654 intron; response scale: normalised to 500 nM splice-correcting PNA. Potency, µM (titrated, usually from 46.1 µM), inactives show top-dose activation, usual class: activators. hit rate 0.06% among 65,000. AID 925; further: potency means the concentration at half of the fitted maximal effect; 0% is about no effect
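HeLa cells stably expressing EGFP interrupted by mutant beta-globin intron 2 (IVS2-654), 500/well in 2% FCS. Treated with compound for 2 days at 37C. Splicing correction scored as total well GFP intensity (488 nm excitation, 500-520 nm emission); 500 nM antisense PNA served as control.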
CRE-bla Fsk: alters forskolin-stimulated CRE reporter signaling in CHO cells. CHO CRE-bla reporter (cAMP response element driving beta-lactamase), forskolin EC10, beta-lactamase ratio. AID 662. hit rate 2.5% among 71,000. Potency, µM (highest dose often 38.2 µM), without a hit: at the highest dose activity change, negative = inhibition, usual class: activators; active means well fitted activation curve with a large enough effect in the signal ratio, with a control signal flat, not every such curve was filed as active; inconclusive means small, poorly fitted or top-dose-only effect, or effect the other way, or a change in a side signal; the % refers to the signal ratio; further: potency means the concentration at half of the fitted maximal effect; % of control where 0% means no effect
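Titrated compounds plus EC10 NKH 477 on CHO CRE-bla cells, 3 h, 37 °C. CCF4, 2 h RT. Ratio 460/530 nm → AC50.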
UbGFP stabilizer: proteasome inhibitors stabilizing ubiquitin-GFP reporter | Ubiquitin-GFP reporter cells, proteasome inhibition, GFP fluorescence; response scale: untreated = 0%, 10 µM MG-132 = 100% | Potency, µM (top dose mostly 45.9 µM), without a hit: top-dose activation (GFP accumulation), actives largely listed as activators | 67,000 tested, under 10 active | AID 526; active means well fitted activation curve with a large enough effect, not every such curve was filed as active; inconclusive means small, poorly fitted or top-dose-only effect, or another doubt; inactive means no such curve, though single readings can be large or run the other way; further: potency means the concentration at half of the fitted maximal effect
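U2OS cells expressing ubiquitin(G76V)-GFP, seeded overnight in 0.5% FBS medium, then treated 4 hr at 37 C across 46 uM to 2.9 nM. GFP-positive cells counted by laser cytometry (488 ex/515 em); %activity scaled between basal and 10 uM MG-132.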
BRCT PPI green: BRCA1 BRCT-phosphoprotein interaction inhibition. hit rate 0.05% among 75,000. P38398. Potency, µM (highest dose often 76.9 µM), for the others: at the highest dose activity change, negative = inhibition, hits mostly inhibitors. BRCA1 BRCT-phosphopeptide binding, green fluorescence polarization. AID 875;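 further: potency means the concentration at half of the fitted maximal effect; plate controls were peptide without protein for full effect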
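Compounds were incubated for 12 min at room temperature with a complex of 100 nM fluorescein-tagged pBACH1 decapeptide and 250 nM His-tagged BRCT protein. Buffer was phosphate pH 7.3 with EDTA, DTT and Tween 20. Disruption of binding lowers the polarization signal.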
HADH2 inh: blocks human hydroxyacyl-CoA dehydrogenase type II | Q99714 | recombinant HADH2, NADH fluorescence, beta-hydroxybutyryl-CoA | Potency, µM (top dose mostly 57.1 µM), for inactives: at the top dose activity change, negative = inhibition, most hits filed as inhibitors | hit rate 3.4% among 73,000 | AID 886; further: potency means the concentration at half of the fitted maximal effect; on the % scale 0 is the no-effect control and ±100 the full control effect; nearly all actives have a fitted effect of over 60% in size; many of its hits are not listed in these tables
Target sequence (Q99714 whole entry, looked up, one chain of several): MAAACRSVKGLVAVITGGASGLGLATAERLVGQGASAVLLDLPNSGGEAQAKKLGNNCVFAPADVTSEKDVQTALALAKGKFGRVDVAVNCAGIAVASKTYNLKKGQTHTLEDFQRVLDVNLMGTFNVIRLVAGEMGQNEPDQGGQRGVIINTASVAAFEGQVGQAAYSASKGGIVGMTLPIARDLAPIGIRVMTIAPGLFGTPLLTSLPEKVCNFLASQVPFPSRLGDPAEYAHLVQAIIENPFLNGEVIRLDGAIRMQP
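E. coli-expressed His-tagged HADH2 tested at 20 nM in alkaline Tris buffer (pH 9.0); oxidation of 90 uM beta-hydroxybutyryl-CoA with 1 mM NAD+ tracked fluorimetrically for 4 min.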
BRCT PPI red: BRCT-phosphoprotein interaction inhibition (red fluorophore); P38398; hit rate 0.03% among 75,000; Potency, µM (highest dose often 76.9 µM), without a hit: at the highest dose activity change, negative = inhibition, actives largely listed as inhibitors; BRCT-phosphopeptide binding, red fluorescence polarization; further: on the % scale 0 is the no-effect control and ±100 the full control effect
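Fluorescence polarization: 100 nM His-tagged BRCA1 BRCT with 100 nM TAMRA-labelled phospho-BACH1 decapeptide, phosphate buffer pH 7.3 with 150 mM NaCl, DTT, 0.01% Tween 20; 12 min RT. Binding inhibition seen as FP decrease.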
Hsp90 Hop PPI: changes Hsp90-Hop TPR2A binding signal, up or down; AlphaScreen TPR2A-His6 binding biotin-Hsp90 C-terminal peptide; Potency, µM (doses to about 57 µM), for the others: at the highest dose activity change, negative = inhibition; hit rate 0.44% among 71,000; AID 595; active means well fitted curve in either direction with a large enough effect; inconclusive means small, poorly fitted or top-dose-only effect, or another doubt; further: potency means the concentration at half of the fitted maximal effect; on the % scale 0 is the no-effect control and ±100 the full control effect; many of its hits are not listed in these tables
Epigenetic mod: derepresses silenced GFP locus in mouse C127i cells | mouse C127i GFP locus derepression, cytometry, 30 h | Potency, µM (doses to about 46.1 µM), without a hit: at the top dose GFP derepression (activation) | hit rate 0.09% among 68,000 | AID 597; further: % of control where 0% means no effect
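Murine C127i mammary cells carrying a silenced, stably integrated CMV-driven GFP reporter were treated with compound for 30 hours at 37 C. After PBS washes, GFP-positive cells were counted by laser-scanning microplate cytometry.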
USP2a inh: blocks human ubiquitin-specific protease USP2a; O75604; USP2a enzymatic assay, qHTS inhibition; Potency, µM (highest dose often 38.3 µM), without a hit: at the highest dose activity change, negative = inhibition, usual class: inhibitors; hit rate 0.1% among 60,000;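 further: potency means the concentration at half of the fitted maximal effect; nearly all actives have a fitted effect of over 60% in size; plate controls were DMSO for no effect and NEM full inhibition control for full effect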
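Coupled readout: USP2-cleaved Ub-PLA2 (20nM final) turns over NBD C6-HPC (20uM final), Ex 460nm/Em 535nm after 2.5 h, time-zero read flagging artifacts. Enzyme (20nM final, pH 8.0 Tris) given 30 min RT with compound first; NEM defines full inhibition.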
ALOX15 inhib: inhibitors of human 15-lipoxygenase (ALOX15); P16050; Potency, µM (highest dose often 57.1 µM), without a hit: at the top dose activity change, negative = inhibition, usual class: inhibitors; hit rate 1.4% among 74,000; AID 887; purified 15hLO-1, xylenol orange hydroperoxide absorbance; further: potency means the concentration at half of the fitted maximal effect; on the % scale 0 is the no-effect control and ±100 the full control effect; nearly all actives have a fitted effect of over 55% in size
Target sequence (P16050 whole entry, looked up): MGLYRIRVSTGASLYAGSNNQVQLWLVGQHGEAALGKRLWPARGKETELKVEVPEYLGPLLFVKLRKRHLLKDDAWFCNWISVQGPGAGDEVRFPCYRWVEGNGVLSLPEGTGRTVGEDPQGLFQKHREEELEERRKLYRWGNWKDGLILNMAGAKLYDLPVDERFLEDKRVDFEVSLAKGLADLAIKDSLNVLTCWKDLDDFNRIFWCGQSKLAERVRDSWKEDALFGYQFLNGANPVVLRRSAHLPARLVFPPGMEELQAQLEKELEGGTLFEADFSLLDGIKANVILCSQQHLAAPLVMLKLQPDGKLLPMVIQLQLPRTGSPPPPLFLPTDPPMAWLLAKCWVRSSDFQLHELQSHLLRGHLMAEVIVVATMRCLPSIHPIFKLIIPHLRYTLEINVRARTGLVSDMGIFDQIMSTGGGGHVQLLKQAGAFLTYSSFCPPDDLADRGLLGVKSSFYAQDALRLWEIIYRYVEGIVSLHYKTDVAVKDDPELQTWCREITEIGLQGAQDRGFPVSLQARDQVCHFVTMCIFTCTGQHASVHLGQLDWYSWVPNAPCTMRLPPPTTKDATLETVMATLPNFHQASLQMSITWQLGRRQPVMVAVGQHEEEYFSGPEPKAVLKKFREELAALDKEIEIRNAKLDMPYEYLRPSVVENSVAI
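Quantitative HTS in 25 mM Hepes pH 7.5 containing 0.01% Triton X-100: human 15hLO-1 at 40 nM, arachidonic acid at 50 uM, 6 min turnover. Product quantified via ferrous oxidation/xylenol orange, 573:405 nm absorbance ratio.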
Pol III holo inh: inhibitors of bacterial DNA polymerase III holoenzyme. reconstituted DNA polymerase III holoenzyme replication, biochemical. Potency, µM (series often up to 57.1 µM), for the others: at the top dose activity change, negative = inhibition. hit rate 0.25% among 71,000; further: potency means the concentration at half of the fitted maximal effect; on the % scale 0 is the no-effect control and ±100 the full control effect
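Reconstituted *E. coli* holoenzyme (0.35 nM Pol III, 1 nM beta, 154 nM SSB, 2 nM primase) was preincubated with compound for 15 min at RT. Synthesis on 1.4 nM ssM13Gori ran 35 min, then was stopped with PicoGreen/EDTA and read as dsDNA fluorescence.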
Starred values were filed as active, the others as inactive; ? = inconclusive; · = not tested or not shown; [ ] = dose if it differs, or a comment. Unless noted, the call rests on the fitted dose curve; in most records, active means well fitted curve in the direction sought with a large enough effect; inconclusive means small, poorly fitted or top-dose-only effect, or another doubt; inactive means no such curve, though single readings can be large; an effect the other way counts as inactive or inconclusive. The list is partial (hit frequency here may not be typical).

SMILES	HBB splicing	CRE-bla Fsk	UbGFP stabilizer	BRCT PPI green	HADH2 inh	BRCT PPI red	Hsp90 Hop PPI	Epigenetic mod	USP2a inh	ALOX15 inhib	Pol III holo inh
C=CCOC(=O)c1sc(NC(=O)c2ccco2)nc1C	-1.1%	7%	-6%	-0.1%	-12%	-0.6%	-3%	5%	0%	-1%	-2%
COc1ccc(OC)c(Nc2nc(-c3ccc(O)c(O)c3)cs2)c1	·	-1%	3%	-5.3%	0.13µM*	-7.2%	?	2%	-99%	0.13µM*	-9%
Cc1cc(C)c2c(=O)[nH]c(SCC(=O)Nc3ccccc3)nc2n1	·	5µM*	-1%	3.0%	-20%	-2.0%	2%	-1%	-4%	3%	-6%
CC(C)N(Cc1nc(-c2ccc(Cl)cc2)no1)C(=O)c1cccs1	-1.0%	-2%	-4%	-5.0%	5%	1.8%	-3%	3%	-5%	3%	-4%
CSc1nnc(-c2cnccn2)n1C	-0.1%[57.5 µM]	4%	-3%	-0.7%	-3%	1.0%	-2%	2%	·	8%	-10%
c1ccc(-n2ncc3c2ncn2c(C4CCCCC4)nnc32)cc1	-1.4%	-2%	-1%	-3.0%	-10%	-0.7%	-7%	3%	14%	-7%	-6%
Cn1c(Cn2c(=O)sc3ccccc32)nnc1SCC(=O)NC1CCCCC1	1.5%	-4%	16%	0.3%	4%	-1.1%	-2%	0%	·	2%	-4%
N/C(COc1ccc(C(=O)O)cc1)=N\O	-0.3%[57.5 µM]	-5%	-2%	-2.2%	2%	1.7%	0%	-1%	-1%	9%	0%
COc1ccc(N2CCN(CCNC(=O)CCS(=O)(=O)c3cccc4nsnc34)CC2)cc1	-0.4%	-2%	6%	-1.3%	-14%	-1.2%	-3%	4%	4%	-26%	-4%
Cn1c(=O)c2c(nc(Sc3nc4ccccc4n3CC(=O)N3CCCCC3)n2C)n(C)c1=O	·	?	-3%	1.5%	8%	-0.8%	2%	0%	6%	2%	-4%
CC1CN(c2nnnn2-c2ccccc2)CC(C)O1 (configuration not stated)	-0.3%	3%	-4%	-2.5%	-3%	-0.5%	-3%	0%	4%	12%	-4%
O=C(NC1CCCC1)C(c1ccc(O)cc1)N(CC1CCCO1)C(=O)C1COc2ccccc2O1 (configuration not stated)	-5.1%	-29%	0%	-4.0%	6%	-6.7%	-6%	-1%	49%[activator]	-17%	-9%
OC1(c2cccnc2)CCN(Cc2nnnn2C2CCCCC2)CC1	·	3%	-3%	-1.7%	-14%	-0.3%	-6%	0%	-4%	0%	0%
COc1ccc2[nH]cc(C(=O)CN3CCN(C4CCCCC4)CC3)c2c1	5.0%[1.84 µM]	12%	0%	-0.3%	4%	0.7%	0%	0%	0%	-6%	4%
Cn1cccc1C(=O)OCC(=O)Nc1ccc2c(c1)CCC2	0.2%[57.5 µM]	1%	-3%	0.4%	11%	0.6%	-1%	3%	3%	5%	0%
Cc1cc(Br)ccc1OCC(=O)N(Cc1nc(-c2ccccc2)no1)C(C)C	2.4%	?	5%	-3.0%	0%	-0.8%	17%	0%	-6%	?	3%
CC(=O)OC(C(=O)NC1CCCCC1)c1ccc(C#N)cc1 (configuration not stated)	·	0%	-1%	-0.9%	-6%	1.7%	-1%	-3%	20%	-2%	2%
CCOC(=O)c1ccc(Nc2cc(C)nc3nc(C)nn23)cc1	-0.3%	?	-3%	-2.1%	-1%	-3.2%	0%	-3%	·	22%	1%
CC1Cc2ccccc2N1C(=O)c1ccc2c(c1)nnn2C (configuration not stated)	-0.1%	-1%	1%	-0.4%	3%	0.8%	-4%	-2%	-2%	2%	-4%
CCOc1ccc(NC(=O)C(C)SC(N)=O)cc1 (configuration not stated)	1.5%	5%	13%	-1.7%	6%	0.3%	-4%	2%	4%	-6%	-6%
COc1c[nH]n(C2CCCCC2)c(=O)c1=O	2.3%	-4%	-4%	-1.3%	2%	-4.0%	-4%	4%	1%	-17%	-6%
Cc1occc(=O)c1O	-0.3%	-10%	·	-2.5%	-5%	-0.5%	0%	·	-3%	-10%	1%
CCN(C1CCCCC1)S(=O)(=O)c1ccc(S(=O)(=O)NCc2ccncc2)cc1	·	2%	0%	-0.9%	4%	-2.4%	1%	0%	32%[activator]	6%	-1%
CC(=O)NCCOc1cccc2ccccc12	-0.1%	5%	7%	0.4%	-3%	0.9%	-5%	-3%	5%	5%	-11%
Cc1[nH]n2c(=O)cc(Cc3ccccc3)nc2c1C#N	·	-8%	0%	-4.0%	2%	-0.6%	-1%	-1%	0%	11%	-5%
CSc1nc(-c2ccccc2)nc(N2CCN(C)CC2)c1C(C)=O	-3.5%	-3%	19%	0.0%	0%	-0.7%	-4%	0%	55%[activator]	-4%	-3%
CCC(=O)N(CC)c1nc(-c2ccc(OC)cc2)cs1	·	?	11%	-1.9%	8%	-1.6%	27%	-1%	16%	1%	-4%
O=C(/C=C\c1ccc(O)c(O)c1)O[C@@H]1C[C@](O)(C(=O)O)C[C@@H](O)[C@@H]1O	1.4%[20.6 µM]	0%[17.1 µM]	3%[20.5 µM]	0.9%[34.4 µM]	5µM*	1.2%[34.4 µM]	-2%[26 µM]	0%[20.6 µM]	-9%[17.1 µM]	-3%[25.6 µM]	-2%[25.6 µM]
Cc1cnc(CNc2ncnc3ccc(-c4ccccc4C)cc23)cn1	0.2%	?	-5%	0.1%	4%	-0.2%	-4%	-3%[9.22 µM]	215%[activator]	2%	-3%
Cc1ccc(S(=O)(=O)N2CCC(C(=O)NCCN3CCCCCC3)CC2)cc1	0.2%[57.5 µM]	-3%	-1%	-0.4%	12%	0.0%	-9%	2%	6%	-16%	-2%
COc1ccc2nc(SCC(=O)NC(C)(C)C)[nH]c2c1	-0.7%	-8%	3%	-1.1%	-3%	1.3%	1%	0%	1%	11%	-6%
Fc1cc2ncn(Cc3ccccc3)c2cc1F	3.1%[57.5 µM]	-7%	2%	1.1%	-2%	0.8%	-3%	-3%	11%	2%	-2%
O=C(CSc1nc2ncc(Br)cc2[nH]1)Nc1ccc2c(c1)OCO2	-6.9%[0.369 µM]	?	-2%	1.4%	-11%	0.4%	-9%	2%	10%	-2%	12%
CCOc1ccc(S(=O)(=O)n2nnc3ccccc32)cc1C(C)C	-1.4%	-1%	-8%	-0.6%	-8%	-0.9%	-2%	0%	2%	0%	-10%
COC(=O)[C@@H]1O[C@@H](SCCN)[C@@H](O)[C@H](O)[C@H]1O	-1.4%[9.22 µM]	10%[7.6 µM]	-6%[9.17 µM]	-2.6%[15.4 µM]	10%[11.4 µM]	-0.9%[15.4 µM]	-5%[11 µM]	-4%[9.22 µM]	·	5%[11.4 µM]	-10%[11.4 µM]
COc1ccc(N2CCN(CCNC(=O)C3CC(=O)N(C4CCCC4)C3)CC2)cc1 (configuration not stated)	-0.8%	1%	8%	4.3%	-1%	-2.2%	-1%	-1%	7%	-3%	-3%
COc1cccc(-c2nc(CS(=O)CC(=O)NC3CC3)c(C)o2)c1 (configuration not stated)	-1.5%	5%	0%	3.3%	-15%	-0.4%	-5%[2.3 µM]	·	·	-10%	-12%
CSC1=NCCN1C(=O)Cc1ccc(F)cc1	-0.6%	0%	-3%	-2.6%	4%	-1.4%	2%	7%	·	11%	-3%
O=c1cc(-c2ccccc2)nc2nc(-c3ccco3)[nH]n12	-1.7%	28%	-2%	-1.4%	?	-0.3%	-3%	0%	9%	-4%	-1%
Brc1c(CSc2nncn2-c2ccccc2)nc2ncccn12	1.8%[0.369 µM]	3%	·	-0.7%	25µM*	0.7%	-3%	5%	3%	-3%	-2%
O=C(COC(=O)c1cccnc1Nc1ccccc1F)NCc1ccc2c(c1)OCO2	-0.1%[57.5 µM]	-4%	1%	-0.5%	25%	-1.2%	0%	-3%	-14%	?	-6%
